From PubChem
PABP1 MLLE inh – inhibitors of PABP1 MLLE–PAM2 peptide binding, primary screen, biochemical, fluorescence polarization, FITC-PAM2, GST-MLLE. actives 0.36% (n = 360,000). Polyadenylate-binding protein 1 (Homo sapiens), P11940. inhibition, % at 20 µM; in the data active = inhibition above about 35%, passing the limit was not always enough;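 note: plate controls were DMSO wells with GST-MLLE for no effect and wells lacking GST-MLLE protein for full effect; some results filed as inactive read as strong as hits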
SKN-1 block – suppressors of acrylamide-induced Pgst-4::GFP reporter in worms, primary screen, SKN-1 inhibitor project, whole organism, uHTS, GFP/RFP fluorescence ratio, strain VP596; AID 624304, 2012; inhibition, % at 21.8 µM; C. elegans VP596 Pgst-4::GFP/RFP ratio, 24 h; actives 0.49% (n = 360,000);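 active = interference check ratio from 0.5 to 1.5 plus GFP to RFP signal ratio inhibition reaching or exceeding a fixed threshold, cut at about 30% in these data, passing the limit was not always enough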; note: some compounds called inactive have numbers as strong as hits
Rin1 Abl inh – inhibitors of Rin1-Abl protein binding, primary screen, biochemical, TR-FRET; Tyrosine-protein kinase ABL1 (Homo sapiens) + Ras and Rab interactor 1 (Homo sapiens), …; inhibition, % at 7.35 µM; actives 0.4% (n = 360,000); AID 588664, 2011; in the data active = inhibition above about 5%, passing the limit was not always enough
MT1-MMP act inh – blockers of MT1-MMP proenzyme processing, primary screen, HT1080 RFP-PRO-GFP cells, GFP/RFP fluorescence; GFP/RFP ratio fluorescence, overnight; percent of plate control window, DMSO zero; actives 0.061% (n = 360,000); GFP/RFP ratio change, % at 20 µM;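 active = GFP/RFP ratio change of at least 30% with cell ATP level not reduced by more than half and red fluorescence within 50% of control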; note: strong numbers were not always called active
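Assay system: RFP-PRO-GFP reporter HT1080 cells; read-out basis: GFP/RFP fluorescence ratio; benchmarks: DMSO wells and RFP-L50D-GFP cells; doses: 20 µM single dose, 1% DMSO; schedule: overnight cell settling, then overnight compound exposure, 37 °C, 5% CO2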
CSN deneddyl inh – inhibitors of CSN-mediated cullin deneddylation, primary screen, biochemical, fluorescence polarization, uHTS. COP9 signalosome complex subunit 5 (Homo sapiens), Q92905. Purified CSN, SCF-Nedd8-OG deneddylation. inhibition, % at 12.5 µM. actives 0.38% (n = 360,000). AID 651999, 2013;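 active = pattern-corrected inhibition above about 35%, with an unprinted fluorescence ratio check between 0.5 and 1.5, limit read from the data, passing the limit was not always enough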;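 note: 0% = enzyme with substrate and 100% = substrate without enzyme; some results filed as inactive read as strong as hits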
Target sequence (Q92905 whole entry, looked up, one chain of several): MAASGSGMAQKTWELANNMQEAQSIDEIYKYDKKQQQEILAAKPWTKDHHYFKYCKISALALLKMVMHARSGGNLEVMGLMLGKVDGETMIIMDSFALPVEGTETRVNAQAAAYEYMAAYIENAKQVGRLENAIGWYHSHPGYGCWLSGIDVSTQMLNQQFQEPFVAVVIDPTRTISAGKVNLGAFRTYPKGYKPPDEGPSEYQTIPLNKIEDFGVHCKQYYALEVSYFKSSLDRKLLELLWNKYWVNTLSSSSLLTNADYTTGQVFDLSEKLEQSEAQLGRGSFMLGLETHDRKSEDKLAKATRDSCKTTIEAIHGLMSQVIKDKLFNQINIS
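Material: purified human Csn5 enzyme expressed in HEK293T cells / Medium: Tris buffer pH 7.5, NaCl, DTT, Tween-20, trehalose, ovalbumin / Compound dosing: 12.5 µM single point / Schedule: 90 min incubation of compound, enzyme and substrate at room temperature / Signal: fluorescence polarization of the substrate / Control set: no-enzyme wells high, enzyme-with-substrate wells low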
Neddyl block – inhibitors of cullin neddylation, primary screen, biochemical, TR-FRET, uHTS, NAE and Ubc12; NEDD8-conjugating enzyme Ubc12 (Homo sapiens) + NEDD8-activating enzyme E1 regulatory …; AID 651699, 2012; actives 0.58% (n = 360,000); calls only at 25 µM; in the data active = inhibition above about 36%
FAS-TE inh – FAS thioesterase domain inhibitors, primary screen, biochemical, fluorescence intensity, uHTS | Fatty acid synthase (Homo sapiens), P49327 | recombinant FAS-TE, OMFH fluorogenic substrate, fluorescence endpoint | inhibition, % at 15 µM | actives 0.67% (n = 360,000) | AID 602261, 2012;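 active = compounds whose normalised, plate-corrected inhibition of enzyme fluorescence in the single-dose primary screen is 50% or more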;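 note: 0% = DMSO with enzyme and 100% = substrate without enzyme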
NadD inh – inhibitors of S. aureus NadD, primary screen, biochemical, colorimetric, uHTS | inhibition, % at 20 µM | actives 0.78% (n = 360,000) | Nicotinate-nucleotide adenylyltransferase NadD (Staphylococcus aureus N315) | purified NadD enzyme, colorimetric absorbance read-out; in the data active = inhibition above about 26%; note: some compounds past the cut are filed as inactive
Rpn11 inh – Rpn11 (PSMD14) deubiquitinase inhibitors, primary screen, biochemical, fluorescence polarization, uHTS; 26S proteasome non-ATPase regulatory subunit 14 (Homo sapiens), O00487; human 26S proteasome, Ub4-pepOG fluorescence polarization; 20S core pre-blocked with epoxomicin; calls only at 20 µM; actives 0.59% (n = 360,000);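 active = inhibition at 20 µM, scaled to each plate's controls, above about 33%, limit read from the data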
Target sequence (O00487 whole entry, looked up): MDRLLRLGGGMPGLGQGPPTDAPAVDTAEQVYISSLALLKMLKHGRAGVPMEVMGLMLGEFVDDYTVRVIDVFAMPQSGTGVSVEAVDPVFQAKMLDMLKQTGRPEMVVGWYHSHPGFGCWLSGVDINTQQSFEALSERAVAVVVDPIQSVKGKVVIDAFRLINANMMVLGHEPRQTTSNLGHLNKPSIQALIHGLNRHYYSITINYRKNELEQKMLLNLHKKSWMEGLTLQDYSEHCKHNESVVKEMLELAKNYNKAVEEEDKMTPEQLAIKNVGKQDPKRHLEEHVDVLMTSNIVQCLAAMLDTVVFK
* marks the source's active call; other numbers are inactive results; i = inactive; . = no result given.

SMILES | PABP1 MLLE inh | SKN-1 block | Rin1 Abl inh | MT1-MMP act inh | CSN deneddyl inh | Neddyl block | FAS-TE inh | NadD inh | Rpn11 inh
CCCCN(C(=O)CSCc1c(C)noc1C)c1c(N)n(CCC)c(=O)[nH]c1=O | -3 | 0 | 0 | 1 | 8 | i | -2 | -6 | i
O=C(N/N=C/c1ccco1)c1cccc(N2CCCC2=O)c1 | -17 | 9 | -1 | 1 | -3 | i | -11 | 0 | i
COC(=O)C1=C(C)N(Cc2ccccc2)C(=NCc2cccc(Cl)c2)N[C@H]1c1ccccc1 | -116 | 14 | 1 | -3 | 2 | i | 9 | 2 | i
O=c1c2cc(F)ccc2[nH]c(=S)n1Cc1ccc(F)cc1 | -55 | 3 | -2 | 1 | -2 | i | 27 | -3 | i
CSc1ccc(CN2CCN(Cc3ccccc3)C(CCO)C2)cc1 (configuration not stated) | -10 | -14 | 1 | 1 | 7 | i | 4 | -5 | i
O=C(NC1CCN(Cc2ccccc2)CC1)c1cn(-c2ccccc2)nc1-c1cccnc1 | -2 | 2 | 3 | -2 | 8 | i | -3 | -4 | i
O=C1N(Cc2cccnc2)C[C@@H]2C[C@@H](c3ccc4nonc4c3)N3CCC[C@@]123 | -4 | 1 | -2 | 4 | -3 | i | -7 | 1 | i
Cc1nn(Cc2ccccc2Cl)c2sc(C(=O)OC3CCCC3=O)cc12 (configuration not stated) | 9 | -10 | 0 | -1 | 4 | i | 17 | -9 | i
CCCC(=O)N1CCC1(C)C(=O)Nc1ccc(-n2cccc2)cc1 (configuration not stated) | 7 | 5 | -2 | 3 | -4 | i | 1 | -6 | i
CC(C)Sc1nc2ccccc2n1CC(=O)O | -2 | -1 | 3 | 3 | -2 | i | -5 | -7 | i
Cc1c(Br)c(C(N)=O)nn1C | -13 | 1 | 0 | -5 | 4 | i | -7 | -6 | i
CCOC(=O)C1=C(C)Nc2ccccc2N=C1NC(=O)CCCN1C(=O)c2ccccc2C1=O | -5 | 20 | -3 | 5 | 1 | i | -4 | 3 | i
CC(=O)Nc1ccc(OC(=O)Cc2ccc(Cl)cc2)cc1 | -7 | -26 | -2 | 4 | 0 | i | -5 | 8 | i
Cc1cc(C)cc(NC(=O)C2C3C=CC4(O3)C2C(=O)N(CCCN2CCCCC2)C4C(=O)NC2CCCCC2)c1 (configuration not stated) | 8 | 24 | 4 | -2 | 3 | i | -2 | -8 | i
CC(C)(C)C1CCC(OCC(O)CN2CCN(c3ccccn3)CC2)CC1 (configuration not stated) | 14 | 4 | -6 | 0 | -3 | i | 7 | -12 | i
COc1ccc(C(CNC(=O)C2CC(=O)N(Cc3ccccc3)C2)N2CCCC2)cc1 (configuration not stated) | 1 | 0 | 2 | 2 | -3 | i | -8 | -4 | i
CC/C(=N/NC(=O)c1ccccc1)c1ccc(OCCN2CCOCC2)cc1 | -1 | 13 | 1 | 0 | -5 | i | -15 | -9 | i
COc1cccc(C(=O)Nc2ccc(NC(=O)C3C4C=CC(C4)C3C(=O)O)cc2)c1 (configuration not stated) | -5 | -4 | 0 | 2 | 6 | i | -6 | -4 | i
O=C(NCc1ccco1)c1ccc(COc2cccc3ccccc23)cc1 | -8 | -1 | 2 | -3 | 2 | i | 30 | 1 | i
CCN1C=C(C(=O)OC)C(c2cccc(C)c2)C(C(=O)OC)=C1 | -6 | 3 | 3 | 1 | 0 | . | -2 | -3 | i
O=C(Nc1ccc(F)cc1)C1CC(=O)n2c(nc3ccccc32)N1 (configuration not stated) | -16 | -12 | 1 | -2 | -1 | i | -5 | 0 | i
COc1cc(OC)cc(-c2c(-c3cccs3)c3cc(-c4ccc(OC)c(OC)c4)ccc3n2C)c1 | -5 | 8 | -1 | 4 | 0 | i | 26 | 13 | i
Cc1oc2nc(SCC(=O)NCCCO)nc(N)c2c1C | 14 | 10 | -2 | -3 | 2 | i | -5 | 1 | i
CC(=O)NC1C(=O)N=C(SCC(=O)Nc2c(C)cccc2C)NC1=O (configuration not stated) | 22 | 4 | 0 | 3 | -3 | i | -3 | -2 | i
CCCC(CCC)=NNC(=O)c1ccccc1F | 17 | 2 | 2 | 2 | -9 | i | -2 | -2 | i
CC1(C)OC(=O)C(=Cc2ccc(-c3ccc(Cl)c(C(=O)O)c3)o2)C(=O)O1 | 13 | -1 | -4 | -8 | 10 | i | -7 | 5 | i
CC1(C)OC(=O)C2=C(C[C@@H](CCc3ccccc3)O[C@H]2C2CCCC2)O1 | . | 9 | . | -5 | 0 | i | 20 | 12 | .
COc1ccccc1C(=O)NC(=O)CSc1nnc(C)s1 | -8 | 13 | 4 | 1 | -1 | i | -4 | -2 | i
CCOc1ccc(-c2nc(CSCC(=O)NCCN3CCOCC3)c(C)o2)cc1 | -3 | 0 | 2 | 4 | 3 | i | -2 | -4 | i
Cc1ccc(C(=O)N2CCCC2)cc1S(=O)(=O)N1CCOCC1 | 7 | 10 | 2 | 2 | -4 | i | -9 | 1 | i
COc1cccc(-c2cnc(C(O)c3ccc(Cl)cc3C)[nH]2)c1 (configuration not stated) | -1 | 0 | 0 | 2 | 3 | i | 6 | 1 | i
CCCC[C@@H]1Cc2[nH][nH]c(=O)c2[C@H](c2ccc(C(C)C)cc2)O1 | . | -12 | . | 3 | 2 | i | -25 | 38* | .
CCN(C(=O)Cc1cccs1)c1nnc(-c2cccnc2)s1 | -4 | -12 | -2 | -9 | -1 | i | -7 | 2 | i
C=CCn1c(SCC#N)nnc1-c1ccc2ncccc2c1 | -5 | 15 | 1 | -2 | 2 | i | -4 | 2 | i
COCCNC(=O)c1cccc(OC2CCN(Cc3ccc(OC(F)F)cc3)CC2)c1 | 3 | -11 | -1 | 7 | 3 | i | -4 | -5 | i
CCn1c(=O)n(CC)c2cc(N3CCCC3)c(NC(=O)c3cccc(C)c3)cc21 | -9 | -4 | 3 | 15 | 1 | i | -4 | 5 | i
CCCCS(=O)(=O)NC1=NCN(Cc2ccco2)CN1 | 14 | 13 | -1 | 4 | -5 | i | -3 | -6 | i
CC(Oc1cccc2ccccc12)C(=O)N/N=C/c1cccnc1 (configuration not stated) | 11 | 3 | 4 | -1 | 2 | i | -4 | 0 | i
Cc1nn(C)c(C)c1CN(C)C(=O)c1nn2c(c1Br)NC(c1cccs1)CC2C(F)(F)F (configuration not stated) | -6 | 8 | 0 | 3 | -2 | i | -14 | 0 | i
COc1ccccc1NC(=O)Nc1ccnn1C1CCN(C(=O)C2CCOC2)CC1 (configuration not stated) | 3 | 11 | -4 | 1 | 1 | i | -8 | 7 | i
CCCCNC(=S)Nc1ccc2nc3n(c(=O)c2c1)CCCCC3 | 15 | -1 | 0 | 3 | 2 | i | -11 | -4 | i
Cc1ccccc1C(=O)NC1CCN(Cc2nnnn2C2CCCC2)CC1 | 6 | -5 | 0 | 0 | 1 | i | -12 | -1 | i
CCOC(=O)CNC(=O)C(Cc1ccccc1)NS(=O)(=O)c1cccs1 (configuration not stated) | -8 | -25 | 0 | -6 | -2 | i | -10 | -4 | i
COc1cccc(OCC(O)CN2CCN(c3ccccn3)CC2)c1 (configuration not stated) | 11 | -1 | -2 | -4 | 0 | i | -6 | -5 | i
CS(=O)(=O)N(CCc1ccccc1)CC(=O)NCc1ccccn1 | 7 | 8 | 5 | 3 | 4 | i | -5 | 2 | i
CC1=C(C(=O)Nc2cc(C(=O)NCCC(C)C)ccc2C)SCCO1 | 11 | 32 | 3 | 0 | 6 | i | 0 | -2 | i
Cc1cccc(NC(=O)C(C)OC(=O)c2ccccc2NS(=O)(=O)c2cc(C)c(C)c([N+](=O)[O-])c2)c1 (configuration not stated) | -32 | -3 | 1 | -2 | -11 | i | 28 | 13 | i
CCCCc1cc(=O)oc2cc(OCC(=O)N3CCC(C(N)=O)CC3)ccc12 | -2 | -9 | -1 | -3 | -6 | i | -4 | -1 | i
Cn1c(CO)cnc1S(=O)(=O)Cc1ccc([N+](=O)[O-])cc1 | 1 | 10 | 1 | 4 | 2 | i | -1 | -3 | i
Cc1ccc2nc(N3C(=O)C(O)=C(C(=O)c4ccc(C)o4)C3c3ccc(O)cc3)sc2c1 (configuration not stated) | -13 | -1 | -1 | -9 | 6 | i | 1 | 17 | i

Whole records as entered above. Values in the order: PABP1 MLLE inh, SKN-1 block, Rin1 Abl inh, MT1-MMP act inh, CSN deneddyl inh, Neddyl block, FAS-TE inh, NadD inh, Rpn11 inh
COc1ccccc1C(=O)NC(=O)CSc1nnc(C)s1 is listed as -8, 13, 4, 1, -1, i, -4, -2, i
Cc1c(Br)c(C(N)=O)nn1C is listed as -13, 1, 0, -5, 4, i, -7, -6, i

11 compounds from above, arranged by molar mass, ascending.
SMILES | PABP1 MLLE inh | SKN-1 block | Rin1 Abl inh | MT1-MMP act inh | CSN deneddyl inh | Neddyl block | FAS-TE inh | NadD inh | Rpn11 inh
CCCCS(=O)(=O)NC1=NCN(Cc2ccco2)CN1 | 14 | 13 | -1 | 4 | -5 | i | -3 | -6 | i
Cn1c(CO)cnc1S(=O)(=O)Cc1ccc([N+](=O)[O-])cc1 | 1 | 10 | 1 | 4 | 2 | i | -1 | -3 | i
COc1cccc(OCC(O)CN2CCN(c3ccccn3)CC2)c1 (configuration not stated) | 11 | -1 | -2 | -4 | 0 | i | -6 | -5 | i
CCCCNC(=S)Nc1ccc2nc3n(c(=O)c2c1)CCCCC3 | 15 | -1 | 0 | 3 | 2 | i | -11 | -4 | i
CS(=O)(=O)N(CCc1ccccc1)CC(=O)NCc1ccccn1 | 7 | 8 | 5 | 3 | 4 | i | -5 | 2 | i
CC1=C(C(=O)Nc2cc(C(=O)NCCC(C)C)ccc2C)SCCO1 | 11 | 32 | 3 | 0 | 6 | i | 0 | -2 | i
Cc1ccccc1C(=O)NC1CCN(Cc2nnnn2C2CCCC2)CC1 | 6 | -5 | 0 | 0 | 1 | i | -12 | -1 | i
CCCCc1cc(=O)oc2cc(OCC(=O)N3CCC(C(N)=O)CC3)ccc12 | -2 | -9 | -1 | -3 | -6 | i | -4 | -1 | i
COc1ccccc1NC(=O)Nc1ccnn1C1CCN(C(=O)C2CCOC2)CC1 (configuration not stated) | 3 | 11 | -4 | 1 | 1 | i | -8 | 7 | i
Cc1ccc2nc(N3C(=O)C(O)=C(C(=O)c4ccc(C)o4)C3c3ccc(O)cc3)sc2c1 (configuration not stated) | -13 | -1 | -1 | -9 | 6 | i | 1 | 17 | i
Cc1cccc(NC(=O)C(C)OC(=O)c2ccccc2NS(=O)(=O)c2cc(C)c(C)c([N+](=O)[O-])c2)c1 (configuration not stated) | -32 | -3 | 1 | -2 | -11 | i | 28 | 13 | i
